High-throughput results deposited in PubChem BioAssay by National Center for Advancing Translational Sciences (NCATS).
TbPYK inhibitor – T. brucei pyruvate kinase inhibition | TbPYK enzyme, Kinase-Glo Plus ATP luminescence, 45 min | Potency, µM (top dose mostly 76.8 µM), for the others: top-dose activity, negative = inhibition, hits mostly inhibitors | 410,000 compounds, 0.12% hits | AID 624173; note: nearly all actives have a fitted effect of over 50% in size
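Luminescent Kinase-Glo Plus end-point after 45 min room-temperature reaction of T. brucei pyruvate kinase started with 130 uM ADP (final). Buffer TEA 50 mM pH 7.2 with KCl, MgCl2, BSA, Tween-20; titration-based qHTS with fitted concentration-effect curves.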
LmPK inh – LmPK (Leishmania mexicana) enzyme inhibition; Q27686; purified LmPK, Kinase-Glo ATP luminescence, 1 h; AID 1721; Potency, µM (highest dose often 57.5 µM), for the others: at the highest dose activity change, negative = inhibition, usual class: inhibitors; 290,000 compounds, 0.37% hits
Target sequence (Q27686 whole entry, looked up): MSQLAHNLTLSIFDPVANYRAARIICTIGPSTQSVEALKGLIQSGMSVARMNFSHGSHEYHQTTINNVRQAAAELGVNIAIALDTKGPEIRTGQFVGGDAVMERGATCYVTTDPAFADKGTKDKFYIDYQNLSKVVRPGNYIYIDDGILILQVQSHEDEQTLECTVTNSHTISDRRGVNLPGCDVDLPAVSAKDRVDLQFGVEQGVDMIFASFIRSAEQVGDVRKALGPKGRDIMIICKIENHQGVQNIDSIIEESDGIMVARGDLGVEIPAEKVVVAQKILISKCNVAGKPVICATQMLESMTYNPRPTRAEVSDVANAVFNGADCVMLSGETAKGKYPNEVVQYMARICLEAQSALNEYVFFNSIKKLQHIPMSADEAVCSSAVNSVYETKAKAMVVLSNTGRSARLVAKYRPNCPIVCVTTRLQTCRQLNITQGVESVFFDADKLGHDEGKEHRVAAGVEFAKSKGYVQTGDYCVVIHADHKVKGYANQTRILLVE
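ATP generated from ADP (0.1 mM) and PEP (0.5 mM) by 0.1 nM LmPK over 1 h at room temperature (pH 7.2 imidazole buffer) was detected by coupled luciferase luminescence. Values were normalized to uninhibited and no-enzyme wells.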
HCV inh – inhibitors of hepatitis C virus infection | Huh7.5.1 HCVcc-Cre infection, luciferase reporter, 44 h | Potency, µM (highest dose often 41.8 µM), without a hit: at the highest dose activity change, negative = inhibition, most hits filed as inhibitors | 340,000 compounds, 3.4% hits
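After 44 h co-culture of compound, cells and HCVcc-Cre (~0.5 moi), substrate is added for 15 min at room temperature and luciferase measured over 15 sec. Cells were seeded at 1,000/well and pre-cultured 4 h.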
Pf growth 96h – P. falciparum growth inhibition at 96 hour, primary screen for plastid delayed-death inhibitors. P. falciparum luciferase reporter growth, 96 h. Potency, µM (doses to about 28.7 µM), for the others: top-dose activity change, negative = inhibition, actives largely listed as inhibitors. 320,000 compounds, 6.9% hits. AID 504834
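96 h incubation, 37 C, 5% CO2, of luciferase-reporter P. falciparum-infected RBCs (2% hematocrit, 0.05% parasitemia final) with test compounds; endpoint luminescence.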
Sm TGR inh – inhibitors of Schistosoma mansoni thioredoxin glutathione reductase; AID 485364; Potency, µM (series often up to 114 µM), for inactives: top-dose activity change, negative = inhibition, usual class: inhibitors; 360,000 compounds, 3% hits; Q962Y6; purified TGR, DTNB reduction, TNB absorbance 405 nm; note: nearly all actives have a fitted effect of over 60% in size
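Kinetic colorimetric format: TGR-catalysed, NADPH-driven DTNB reduction monitored via TNB absorbance. Enzyme dispensed at 20 nM; compound exposure 15 min at room temperature before reaction start.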
Pf growth 48h – P. falciparum growth inhibition at 48 hours (one generation); P. falciparum luciferase growth in erythrocytes, 48 h; Potency, µM (top dose mostly 28.7 µM), without a hit: top-dose activity change, negative = inhibition, actives largely listed as inhibitors; 310,000 compounds, 5.9% hits
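Luciferase-expressing parasites in RBCs, 2% Hct / 0.1% parasitemia final; RPMI 1640 + 0.5% Albumax; 37 C, 5% CO2, one generation; luminescence read-out, lower signal = inhibition.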
Numbers without * were called inactive; u = inconclusive; x = no result given; & = joins results of further samples; [ ] = another dose, or the depositor's remark. Calls come from the whole dose curve; as a rule, active = well fitted curve in the direction sought with a large enough effect; inconclusive = small, poorly fitted or top-dose-only effect, or another doubt; inactive = no such curve, though single readings can be large; an effect the other way counts as inactive or inconclusive. % is set by controls: 0 for no effect and ±100 for the full control effect; potency is the fitted concentration of half-maximal effect.

| smiles | TbPYK inhibitor | LmPK inh | HCV inh | Pf growth 96h | Sm TGR inh | Pf growth 48h |
| --- | --- | --- | --- | --- | --- | --- |
| COc1ccc(C2(C(F)(F)F)NC(=O)N(C)C(=O)N2C)cc1 (stereo unspecified) | 1% | -5% | 22% | u | 0% | 0% |
| CC(C)CCNC(=O)C(c1cccnc1)N(CCc1ccccc1)C(=O)Cn1nnc2ccccc21 (stereo unspecified) | 1% | 4% | -24% | u | -4% | u |
| Clc1ccc(-c2nnc3n2CCCCC3)cc1 | -4% | 4% | 1% | 22% | 4% | x |
| COc1ccccc1NC(=O)CCNS(=O)(=O)c1ccc2[nH]c(=O)oc2c1 | -29% | -4% | 1% | u | 0% | 5% |
| CC(C)=C1SC(N2CCOCC2)=NC1=O | 0% | -5% | 13% | x | 4% | 10% |
| COc1cc2c(C(=O)Nc3ccc4c(c3)OCO4)cn(CC(C)C)c(=O)c2cc1OC | x | -1% | x | 0% | -4% | x |
| CCOc1ccc(OCC)c(NC(=O)CN2CCN(CC)CC2)c1 | 1% | -10% | -4% | -14% | 1% | -26% |
| CCOc1ccc(C(=O)COC(=O)Cc2n[nH]c(=O)c3ccccc23)cc1 | 0% | x | -12% | -18% | -14% | -7% |
| COCc1cc(=O)n2[nH]c(-c3ccccc3)cc2n1 | 0% | 2% | 26% | 18% | 19%[11.4 µM] | x |
| CCOC(=O)c1cnn(-c2cc(Oc3cccc(C)c3)ncn2)c1N | -6% | 6% | -16% | x | 1% | 7% |
| O=C(NCCN1CCN(c2cccc(Cl)c2)CC1)c1ccc(CSc2nc3ccncc3[nH]2)cc1 | -5% | 1% | u | u | 20% | 1.7µM* |
| Cc1nc(-c2ccc(S(=O)(=O)NCC3CCN(C(=O)OC(C)(C)C)CC3)s2)cs1 | -15% | 7% | u | u | -3% | u |
| Cc1c(C)n(CCN(C)C)c2ccc(C(=O)OCCN(C)C)cc12 | 10%&0% | -8% | 11µM* | 45%&-84%[activator] | -2% | u |
| CCCCc1nnc(NC(=O)CCSc2ccccc2)s1 | -6% | 2% | 17% | x | -32% | 15% |
| O=C1CC(c2ccc3c(c2)OCO3)CN1 (stereo unspecified) | 2% | 0% | 27% | u | -1% | 23% |
| Cc1ccccc1NC(=O)COC(=O)c1n[nH]c(=O)c2ccccc12 | -1% | x | -4% | -13% | -12% | 37%[activator] |
| O=C(CCc1ccccc1)Nc1nncs1 | -10% | -4% | 1% | 483%[activator] | 11% | 86%[activator] |
| CCC(C)NC(=O)Cc1cn(C)c2ccccc12 (stereo unspecified) | -5% | 1% | 14% | 25% | 3% | x |
| CCOc1ccc(-c2nc(N)ncc2-c2ccccc2OC)c(O)c1 | -2% | 2% | -10% | -1% | 11% | u |
| Cn1cccc1C(=O)NC(=O)CSc1nc2ccccc2s1 | -19% | 7% | 1% | x | -27% | 17% |
| COc1ccc(S(=O)(=O)Cc2ccc(C(=O)O)o2)cc1 | 9% | 4% | -2% | 7% | -33% | 2% |
| Cc1ccc(/C=C/C(=O)Nc2nnc(C)s2)o1 | u | -1% | 1% | -26% | u | 64%[activator] |
| CCOC(=O)c1c(C)[nH]c(C)c1S(=O)(=O)NCCc1cccs1 | 0% | -13% | -8% | 32%[activator] | -13% | 6% |
| CN(C)S(=O)(=O)c1cccc(NC(=O)c2c[nH]c3ccccc23)c1 | 0% | -2% | u | -12% | -1% | -16% |

Entries above that contain a furan ring, fused or not:
| smiles | TbPYK inhibitor | LmPK inh | HCV inh | Pf growth 96h | Sm TGR inh | Pf growth 48h |
| --- | --- | --- | --- | --- | --- | --- |
| COc1ccc(S(=O)(=O)Cc2ccc(C(=O)O)o2)cc1 | 9% | 4% | -2% | 7% | -33% | 2% |
| Cc1ccc(/C=C/C(=O)Nc2nnc(C)s2)o1 | u | -1% | 1% | -26% | u | 64%[activator] |

Other structures.
| smiles | TbPYK inhibitor | LmPK inh | HCV inh | Pf growth 96h | Sm TGR inh | Pf growth 48h |
| --- | --- | --- | --- | --- | --- | --- |
| OC1CCCCC1Sc1nc2ccccc2s1 (stereo unspecified) | -4% | -3% | u | u | 0% | 115%[activator] |
| COc1ccc(NC(=O)CN(CC(=O)Nc2ccc(OC)cc2)C(C)(C)CO)cc1 | 0% | 4% | -6% | 22% | 6% | 19% |
| COc1ccc(C2=NN(C(N)=S)C(c3ccccc3)C2)cc1 (stereo unspecified) | 3% | 11% | -26% | 21% | -11% | u |
| Cc1ccc(/C=N/Nc2ccc(F)cc2F)s1 | 3% | 3% | -19% | u | -16% | x |
| O=C(c1ccco1)N1CCN(C23CC4CC(CC(C4)C2)C3)CC1 | -4% | 1% | 7% | -2% | 4% | -20% |
| Cc1cccc(N2CC(C(=O)O)CC2=O)c1 (stereo unspecified) | 1% | 1% | 4% | u | -2% | 3% |
| Cn1c(CC(=O)NNC(=O)c2ccc(F)cc2Cl)nc2ccccc21 | 20% | x | -1% | -5% | -1% | u |
| CCOC(=O)C1CCN(C(C)C(=O)c2c[nH]c3ccccc23)CC1 (stereo unspecified) | -2% | -3% | 4% | 14% | -8% | -3% |
| Cn1c(=O)c2c(ncn2Cc2cc(-c3ccccc3)no2)n(C)c1=O | 3% | -5% | -29% | 2% | 3% | -4% |
| CC(OC(=O)c1ccc(NC(=O)CC#N)cc1)C(=O)NC(=O)NC1CCCCC1 (stereo unspecified) | -4% | 0% | -6% | u | -1% | 33% |
| N#C/C=C(/N)N1CCN(c2ccc(Cl)c(Cl)c2)CC1 | 2% | 0% | u | 46%[activator] | 8% | 7% |
| Cn1[nH]c(=O)c2ccccc2c1=O | 0% | 0% | -17% | -11% | 3% | 23% |

Compounds above with a COOH group:
| smiles | TbPYK inhibitor | LmPK inh | HCV inh | Pf growth 96h | Sm TGR inh | Pf growth 48h |
| --- | --- | --- | --- | --- | --- | --- |
| COc1ccc(S(=O)(=O)Cc2ccc(C(=O)O)o2)cc1 | 9% | 4% | -2% | 7% | -33% | 2% |
| Cc1cccc(N2CC(C(=O)O)CC2=O)c1 (stereo unspecified) | 1% | 1% | 4% | u | -2% | 3% |

Going on with the list.
| smiles | TbPYK inhibitor | LmPK inh | HCV inh | Pf growth 96h | Sm TGR inh | Pf growth 48h |
| --- | --- | --- | --- | --- | --- | --- |
| Cc1cc(C)nc(NC(=O)c2cc([N+](=O)[O-])cc([N+](=O)[O-])c2)n1 | -16% | 0% | 29% | 129%[activator] | -13% | 46%[activator] |
| O=C(Cn1cnc2cc([N+](=O)[O-])ccc2c1=O)NC1CCS(=O)(=O)C1 (stereo unspecified) | -2% | 4% | 9% | 27% | 49%[activator] | -18% |
| COCCCNC(=O)/C=C/c1ccc(OCc2c(F)cccc2Cl)cc1 | 0% | 1% | -6% | u | 5% | -3% |
| CN(C)/C=C1\C(=O)N(c2ccc(F)cc2F)C(c2cccnc2)S1(=O)=O (stereo unspecified) | -8% | -2% | 23% | 18% | -1% | -6% |
| C/C(N)=C(/C#N)C(=O)CSc1nc2ccccc2c(=O)n1CCCOC(C)C | -4% | 1% | 11% | u | 5% | u |
| Nc1c(S(=O)(=O)c2ccccc2)c2nc3ccccc3nc2n1CCN1CCOCC1 | 8% | 1% | 19% | u | 6% | u |
| COc1ccc(C(=O)Nc2nnc(S(=O)(=O)N3CCOCC3)s2)cc1 | 1%&0% | -12% | 7% | 23% | 0%&-2% | -11% |
| O=C(CCSCc1ccc(Cl)cc1)NCCC1=CCCCC1 | -7% | -2% | 16% | 142%[activator] | 2% | 5% |
| O=C(C[N+]12CC[N+](CC(=O)c3ccc(F)cc3)(CC1)CC2)c1ccc(F)cc1 | -10% | 0% | 15% | 0% | -21% | 27% |
| CSc1nc2nc3c(c(=O)n2[nH]1)CCC3 | -1% | -1% | 6% | -7% | 0% | x |
| COc1ccc(-n2c3c(cc(C(=O)N4CCCCC4)c2=O)C(=O)CC(C)(C)C3)cc1 | 0% | 0% | 8% | 14% | 1% | 14% |
| COc1ccc(-c2nc(CS(=O)CC(=O)NC(C)CCc3ccccc3)c(C)o2)cc1OC (stereo unspecified) | 1% | 2% | 6% | -18% | 32µM* | -13% |
| O=C(O)c1cccc(-n2sc3ccccc3c2=O)c1 | u | x | -1% | u | u | 62%[activator] |
| COCCNC(=O)Cn1c(=O)n(C)c2ccccc21 | 0% | 2% | 0% | 31%[activator] | 0% | x |
| CCCNC(=O)N1CCN(Cc2ccco2)CC1 | -2% | -4% | 9% | 8% | u | 8% |
| C[C@H](NC(=O)c1nc[nH]c1C(=O)N1CCN(c2ccccc2)CC1)C(=O)OCc1ccccc1 | 2% | -2% | u | 49%[activator] | 7% | 14% |
| COC(=O)CC1Oc2ccc(C)cc2NC1=O (stereo unspecified) | -1% | 11% | 16% | 9.3µM* | -12% | x |
| CCCCNC(=O)c1ccc(CNc2c(N3CCC(C(=O)OCC)CC3)c(=O)c2=O)cc1 | -6%&-14% | -4% | u | u | 4% | 12µM* |
| CCN(CC)S(=O)(=O)c1cccc(C(=O)N/N=C/c2ccc(O)c(O)c2O)c1 | u | 0% | 7% | -3% | u | -12% |
| COc1ccc2cc(C(c3nnnn3C(C)(C)C)N3CCSCC3)c(=O)[nH]c2c1 (stereo unspecified) | 0% | 5% | -24% | -3% | -6% | 12µM* |
| O=C(NC(=S)NCc1cccnc1)c1cc(Br)ccc1Cl | 0% | -4% | u | u | 1% | u |
| COc1cccc(SCc2noc(C(=O)NC(C)C)c2C(=O)NC(C)C)c1 | 2% | x | u | u | -18% | u |
| CCOC(=O)C1CCN(C(=O)c2cc3c(ccc4ccccc43)o2)CC1 | -2% | 0% | u | 10% | -4% | 216%[activator] |
| O=C(NCC(=O)N(Cc1cccs1)C(C(=O)NC1CCCCC1)c1ccco1)c1ccco1 (stereo unspecified) | 6% | -4% | 23% | u | u | 2% |
| CCc1ccc(CNCCNCC(C)O)cc1 (stereo unspecified) | -4% | 0% | x | 43%[activator] | -18% | -4% |
| CCOn1c(=O)c(-c2ccc(OC)cc2)[n+]([O-])c2ccccc21 | 0% | -5% | -12% | -8% | -7% | 46%[activator] |
| Cc1ccccc1Nc1ncccc1C(=O)N1CCOCC1 | 1% | 1% | 6% | 1% | -21% | 12% |
| Nc1nc(SCCN2C(=O)c3ccccc3C2=O)n[nH]1 | 2% | -6% | 1% | -9% | 8% | x |
| Cc1ccnc(NS(=O)(=O)c2cnc(Cl)c(Br)c2)c1 | -4% | -2% | 0% | u | -19% | -26% |
| CC1C2=C(CC(C)(C)CC2=O)NC2=C1C(=O)CC(C)(C)C2 | -1% | 0% | 10% | 260%[activator] | -9% | 8% |
| O=C(Nc1c[nH]c(=O)[nH]c1=O)c1cccc([N+](=O)[O-])c1 | -3% | -11% | 17% | u | -2% | 11% |
| CC(C)CN(C(=O)COC(=O)c1c(Cl)ccc(Cl)c1Cl)C1CCS(=O)(=O)C1 (stereo unspecified) | -1% | -5% | -27% | 12µM* | -11% | u |
| COCCCN1C(=O)c2ccc(C(=O)OCC(=O)N(C)c3ccccc3)cc2C1=O | -6% | 7% | 9% | 20% | 8% | -26% |
| Cc1cc(NC(=O)c2ccc(NC(=O)C(C)Oc3ccccc3)cc2)no1 (stereo unspecified) | -5% | 6% | 0% | x | -10% | 6.6µM* |
| CCc1ccc(S(=O)(=O)NCCc2csc(-c3ccccc3)n2)s1 | -6% | 6% | u | u | -12% | -28% |
